# Source: PubChem BioAssay (several laboratories)
# SUMO Mot1 rescue = yeast Mot1-301 growth rescue at high temperature, primary screen, SUMOylation pathway inhibitor project, S. cerevisiae, ATP luminescence, 38.5C | S. cerevisiae Mot1-301 growth rescue; percent above DMSO median, 100 means doubled | growth rescue, % at 18.8 µM | actives 1% (n = 320,000) | AID 2716, 2010;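 active = every valid replicate shows activation above 250% relative to neutral control wells; inactive = the rest, any valid replicate at or below 250%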;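 note: OY570 slx delta 5 strain wells were the positive control but not used for scaling; some compounds called inactive have numbers as strong as hits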
# DSG3 Ab inh = inhibitors of pemphigus antibody binding to DSG3, primary screen, biochemical, bead-based, flow cytometry, scFv-GFP | actives 0.48% (n = 310,000) | binding (percent of control), % at 10 µM | DSG3-coupled beads, scFv-anti-DSG3-GFP binding; hits give low values;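 active = binding more than 3 SD below its plate's average and above zero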;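 note: hits lower antibody fragment binding to DSG3; some compounds called inactive have numbers as strong as hits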
# CDK5 inh = inhibitors of human CDK5/p35 kinase, primary screen, biochemical, single concentration; Cyclin-dependent kinase 5 (Homo sapiens) + Cyclin-dependent kinase 5 activator 1 (Homo …; actives 0.01% (n = 330,000); Recombinant CDK5/p35, ADP-Glo luminescence, 60 min; AID 488839, 2010; inhibition, % at 10 µM;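 active = highest replicate inhibition of at least 50% and at least 75% of replicates reaching 50%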;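 note: plate controls were DMSO neutral control for no effect and GW8510 at 10 µM for full effect; many of its hits are not listed in these tables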
# Target sequence (Q00535 whole entry, looked up): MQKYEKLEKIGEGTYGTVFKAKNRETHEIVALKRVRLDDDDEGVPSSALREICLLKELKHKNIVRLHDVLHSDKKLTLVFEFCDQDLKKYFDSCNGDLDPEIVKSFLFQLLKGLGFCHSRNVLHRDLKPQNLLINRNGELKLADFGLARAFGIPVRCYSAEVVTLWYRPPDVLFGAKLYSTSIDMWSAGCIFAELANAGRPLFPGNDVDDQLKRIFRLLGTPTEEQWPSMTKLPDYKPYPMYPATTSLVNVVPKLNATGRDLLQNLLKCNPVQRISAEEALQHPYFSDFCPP
# Target sequence (Q15078 whole entry, looked up): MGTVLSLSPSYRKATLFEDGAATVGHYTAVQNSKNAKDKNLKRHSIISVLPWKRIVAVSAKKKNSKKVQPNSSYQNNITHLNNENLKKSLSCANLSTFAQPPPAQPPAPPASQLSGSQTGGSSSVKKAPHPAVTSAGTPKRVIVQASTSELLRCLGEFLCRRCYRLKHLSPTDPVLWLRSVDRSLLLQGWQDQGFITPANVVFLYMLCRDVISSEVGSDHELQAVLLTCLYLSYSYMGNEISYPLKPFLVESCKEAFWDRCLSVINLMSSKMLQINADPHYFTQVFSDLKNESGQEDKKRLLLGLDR
# PKA-R2B act = activators of PKA-R2B holoenzyme, primary screen, biochemical, fluorescence polarization, Cy5-IP20, human. cAMP-dependent protein kinase catalytic subunit beta (Homo sapiens) + cAMP-dependent …. PKA-R2B holoenzyme dissociation; R2B truncated from residue 108, S112A mutant; 0% DMSO only, 100% 113 µM cGMP. activation, % at 11.4 µM. actives 0.079% (n = 340,000). AID 504700, 2011;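 active = activation above a cutoff set at the mean over all compounds plus 3 SD, cut at about 18% in these data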;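 note: higher means more holoenzyme dissociation and a rise in polarization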
# NSD2 inh = NSD2 histone methyltransferase inhibitors, primary screen, biochemical, AlphaScreen, single concentration, set 2; NSD2 peptide methylation, 120 min; inhibition, % at 12.5 µM; actives 0.54% (n = 310,000); in the data active = inhibition above about 50%
# dFosB act = activators of delta FosB homodimer, primary screen, biochemical, fluorescence polarization, TAMRA-CDK5 oligo, single point; Protein FosB (Mus musculus), P13346; purified delta FosB; percent of positive-control signal above neutral wells; activation, % at 25 µM; actives 0.99% (n = 340,000);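 active = mean activation above about 17%, with every replicate also reaching it, limit read from the data, passing the limit was not always enough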;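 note: fluorescence polarization rise as delta FosB binds a TAMRA Cdk5 AP-1 oligo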
# Target sequence (P13346 whole entry, looked up): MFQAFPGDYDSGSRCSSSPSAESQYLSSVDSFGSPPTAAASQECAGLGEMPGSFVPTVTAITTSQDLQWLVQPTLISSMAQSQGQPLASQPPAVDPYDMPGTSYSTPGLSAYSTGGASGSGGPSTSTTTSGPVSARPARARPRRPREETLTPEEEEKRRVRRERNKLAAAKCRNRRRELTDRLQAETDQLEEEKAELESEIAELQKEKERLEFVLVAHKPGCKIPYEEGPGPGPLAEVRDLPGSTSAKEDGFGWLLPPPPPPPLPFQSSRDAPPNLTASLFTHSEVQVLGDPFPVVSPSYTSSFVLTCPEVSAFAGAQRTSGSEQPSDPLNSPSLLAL
# SR-BI uptake up = activators of SR-BI mediated DiI-HDL uptake, primary screen, ldlA[mSR-BI] CHO cells, DiI fluorescence; actives 0.096% (n = 320,000); AID 504775, 2011; activation, % at 12.5 µM; 3 h; 100 = double the neutral-control signal;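 active = mean replicate activation of at least 60% and every replicate at or above 60%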;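 note: 0% = median plate neutral-control signal and 100% = twice that signal; values of inactives mirror those of a sister screen read the other way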
#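 Test system: SR-BI-overexpressing, LDLR-lacking CHO cells; Also added: labelled HDL, 10 µg/mL; Measured by: bottom-read cell fluorescence after medium removal, ex 550/em 595 nm; Timing: 3 h uptake period with compound, 37 °C; Buffer or medium: F12, 0.5% BSA, 25 mM HEPES; Doses: single compound concentration, delivered by pin transfer.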
# Arrestin-AP2 inh = inhibitors of beta-arrestin/AP2 binding, primary screen, biochemical, GPCR trafficking, flow cytometry | FITC-arrestin peptide / GST-AP2 beads; AP2 beta2 appendage carries R879A mutation | inhibition, % at 10 µM | actives 0.31% (n = 340,000) | AID 504490, 2011;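 active = inhibition above a set limit, near 3 SD of compounds lacking own fluorescence, cut at about 54% in these data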;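 note: plate controls were DMSO wells for no effect and 5 µM unlabelled arrestin peptide for full effect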
#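 Test system: GST-tagged AP2 beta2-adaptin appendage (R879A) on 4 µm glutathione beads; also added: fluorescein-tagged arrestin peptide at 50 nM final; timing: 12 min plus 1 h, RT; signal: flow cytometry, FL1 (488/535 nm); read-out: percent drop in bead-associated FITC signal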
# MITF act = activators of MITF-driven TRPM1 promoter reporter, primary screen, cell-based, SK-MEL-5, luciferase, single point; activation, % at 12.5 µM; SK-MEL-5 TRPM1-promoter luciferase, 24 h; % of positive control, neutral wells = 0; actives 0.75% (n = 300,000);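 active = mean activation of at least 80% with every replicate also reaching 80%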;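 note: 0% = neutral control wells and 100% = parthenolide positive control wells; values of inactives mirror those of a sister screen read the other way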
# PKA-R1A act = activators of PKA-R1A holoenzyme, primary screen, biochemical, fluorescence polarization, Cy5-IP20, bovine R1A, mouse PKAc; cAMP-dependent protein kinase type I-alpha regulatory subunit (Bos taurus) + …; PKA-R1A dissociation; scaled: DMSO 0%, 113 µM cGMP 100%; activation, % at 11.4 µM; actives 0.083% (n = 340,000); AID 504707, 2011;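 active = percent activation above the mean of all tested compounds plus 3 SD, cut at about 19% in these data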;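 note: higher means more PKAc released from R1A so a rise in polarization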
# SR-BI DiI inh = inhibitors of SR-BI mediated HDL lipid uptake, primary screen, ldlA[mSR-BI] cells, fluorescence, single point | ldlA[mSR-BI] CHO cells, DiI-HDL uptake fluorescence, 3 h | AID 488896, 2010 | inhibition, % at 12.5 µM | Scavenger receptor class B member 1 (Mus musculus), Q61009 | actives 0.96% (n = 320,000);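 active = mean replicate inhibition of at least 70% and a set share of replicates each scoring 70 or more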;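 note: 0% = median of neutral control wells and 100% = median of positive control wells; values of inactives mirror those of a sister screen read the other way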
# * hit, by the source's call; / = not tested or not shown; + = active, no number.
SUMO Mot1 rescue	DSG3 Ab inh	CDK5 inh	PKA-R2B act	structure	NSD2 inh	dFosB act	SR-BI uptake up	Arrestin-AP2 inh	MITF act	PKA-R1A act	SR-BI DiI inh
29	99	2.2	0	Cc1cc(C)cc(N(C(=O)c2csnn2)C(C(=O)NC(C)(C)C)c2cccs2)c1 (configuration not stated)	2	-3	30	-7	2	-8	-30
-11	83	-0.2	0	COc1ccc(OC)c(C2=NO[C@@](CC(=O)O)(C(=O)Nc3ccc4c(c3)OCCO4)C2)c1	-4	-2	20	30	-14	-14	-20
4	104	-0.5	-6	O=C(CNc1cccc(C(F)(F)F)c1)N/N=C/c1cccc(Br)c1	-4	-1	12	-3	-8	-5	-12
-6	/	-0.3	-4	CS(=O)(=O)c1ccc(C(=O)OCC(=O)Nc2cccnc2Cl)cc1[N+](=O)[O-]	3	-10	13	19	-29	1	-13
91	94	0.3	-7	O=C(CCNC(=O)C1CCN(S(=O)(=O)c2ccccc2)CC1)NCc1ccccn1	-1	-4	4	23	13	10	-4
-1	108	-2.0	-1	CC1CC(=O)Nc2ccccc2N1S(=O)(=O)c1ccc(Cl)cc1 (configuration not stated)	-1	2	3	8	/	-3	-3
-23	87	0.7	-3	Cc1nn(CC(=O)OCC(=O)NC(C)c2ccccc2)c(C)c1[N+](=O)[O-] (configuration not stated)	-4	-2	-7	10	-2	-9	7
5	104	-0.3	-10	COc1cccc(C2=CC(c3cc(OC)ccc3OC)n3nnnc3N2)c1 (configuration not stated)	1	-6	-12	20	-8	9	12
-4	95	-0.6	-1	C=CCn1c(CCNC(=O)c2cccs2)nnc1SCC(=O)Nc1cccc(F)c1	1	3	16	-7	-1	-13	-16
10	113	2.4	-1	Nc1nnc(SCCCOc2ccc(F)cc2)s1	1	-7	20	23	20	-6	-20
/	87	0.5	-5	CCCC1SCC(C)(C)NC1=O (configuration not stated)	-4	6	18	0	-4	0	-18
-3	99	1.6	-8	COc1cccc2sc(NN)nc12	5	-3	4	29	-9	2	-4
/	101	-1.2	-7	C/C(=N\OC(=O)c1ccc(F)cc1)c1nccs1	-1	-6	19	-2	-1	-6	-19
-8	102	0.0	-6	Nc1cc(C(=O)c2ccccc2)ccc1N1CCOCC1	-5	2	-4	-4	/	-6	4
44	104	-1.2	0	Cc1ccc(NCC(=O)c2ccc([N+](=O)[O-])cc2)cc1	/	-11	-44	6	23	1	44

# An excerpt of these results, with values under each structure.
# Below each SMILES: SUMO Mot1 rescue | DSG3 Ab inh | CDK5 inh | PKA-R2B act | NSD2 inh | dFosB act | SR-BI uptake up | Arrestin-AP2 inh | MITF act | PKA-R1A act | SR-BI DiI inh
> CCCC1SCC(C)(C)NC1=O (configuration not stated)
→ / | 87 | 0.5 | -5 | -4 | 6 | 18 | 0 | -4 | 0 | -18
> COc1cccc2sc(NN)nc12
→ -3 | 99 | 1.6 | -8 | 5 | -3 | 4 | 29 | -9 | 2 | -4
> C/C(=N\OC(=O)c1ccc(F)cc1)c1nccs1
→ / | 101 | -1.2 | -7 | -1 | -6 | 19 | -2 | -1 | -6 | -19

# The listing continues:
SUMO Mot1 rescue	DSG3 Ab inh	CDK5 inh	PKA-R2B act	structure	NSD2 inh	dFosB act	SR-BI uptake up	Arrestin-AP2 inh	MITF act	PKA-R1A act	SR-BI DiI inh
7	/	1.4	4	COc1cc(NC(C(=O)Nc2cccc(C(C)=O)c2)c2ccccc2)cc(OC)c1OC (configuration not stated)	18	-3	-12	4	-7	-4	12
-3	117	-5.7	-4	CCNc1nc(C#N)nc2c1ncn2-c1cc(F)cc(F)c1	/	-18	-21	-5	0	5	21
11	100	3.5	15	O=c1c2ccccc2n2cnnc2n1-c1ccccc1	1	3	21	2	11	7	-21
-3	102	0.2	5	COC(=O)c1sc(NC(=O)c2ccco2)nc1C	-6	-1	32	-3	24	5	-32
67	93	1.4	8	O=C1[C@@H]2CSCN2C(=O)CN1Cc1cccc(C(F)(F)F)c1	-1	1	-5	10	-4	0	5
-6	91	-1.1	-12	O=C(CSc1oc(-c2ccc(F)cc2)nc1S(=O)(=O)c1ccccc1)NCC1CCCO1 (configuration not stated)	0	-8	2	0	/	-2	-2
1	108	-1.1	-9	COc1ccc(NC(=O)COc2ccc(N(C)S(=O)(=O)c3ccc(Cl)cc3)cc2)cc1OC	-2	2	-53	28	-40	-17	53
2	131	0.7	-1	O=C(NCCc1csc(-c2cccnc2)n1)c1cccc2ccccc12	/	-7	-19	4	5	-6	19
-12	84	-1.1	-10	C=CCOc1ccc(C2=NOC(C(=O)Nc3ccc4c(c3)OCCO4)C2)cc1OC (configuration not stated)	-2	-4	-17	-13	8	-6	17
-5	104	1.3	6	O=C(COc1ccccc1C(=O)Nc1ccccc1)c1ccc(F)cc1	-1	-5	-43	3	-2	-3	43
/	120	2.1	-5	Nc1ncncc1-c1ccccc1Cl	0	0	23	36	4	3	-23
-6	101	-0.5	-5	COc1cc2c(cc1OC)C(c1ccccc1)=NCC2	-1	0	18	0	-10	-1	-18
-4	103	-1.8	-2	Cc1ccc(SCC(=O)n2nc(C)cc2C)cc1	-2	-5	16	-6	-11	-2	-16
18	111	0.7	-8	O=C(Cc1cccc(F)c1)N1CCCC(CO)(Cc2ccc(F)cc2F)C1 (configuration not stated)	8	-6	-10	-11	/	4	10
-2	99	1.6	3	O=C1N[C@@H](Cc2ccccc2)C(=O)N2CCC[C@@H]12	1	0	/	6	-2	1	/
10	104	-0.2	-2	O=C(NNC(=O)c1cc(-c2ccncc2)nc2ccccc12)c1cccc(Cl)c1	0	14	-16	2	-6	0	16
/	101	1.6	4	COc1ccc([N+](=O)[O-])cc1NCC(=O)Nc1cccc(S(=O)(=O)N2CCCC2)c1	1	-9	-32	6	-1	2	32
8	105	2.1	2	Cc1c(OC(C)C(=O)NCCCN2CCCC2=O)ccc2c3c(c(=O)oc12)CCCC3 (configuration not stated)	8	-14	-9	1	1	-7	9
-11	/	-1.5	-5	COc1ccc(CCC(=O)N(C)CC(=O)Nc2ccc(Cl)c(C(F)(F)F)c2)cc1	-5	-17	12	1	0	2	-12
-13	115	0.5	-11	CC(C)(C)NS(=O)(=O)c1ccc(OCC(=O)NCc2ccco2)cc1	-2	-5	0	18	12	0	0
9	99	-0.4	3	CCCCN(CC)C(=O)c1cc2c(=O)[nH]c3ccc(C)cc3c2s1	-2	-19	-7	6	9	-3	7
-9	102	-0.3	-4	COc1ccc(-n2c(CCc3ccccc3)nnc2SCC(=O)c2ccc(Cl)cc2)cc1	-3	-4	2	-19	-11	-8	-2
0	/	-1.0	-2	CCn1c(=O)c([N+](=O)[O-])c(N2CCOCC2)c2ccccc21	-3	5	34	0	-1	-6	-34
5	101	1.7	-6	NC(=NCCc1c[nH]c2ccccc12)NS(=O)(=O)c1ccc(F)cc1	1	-8	6	2	-10	-1	-6
37	100	-0.9	7	Cc1occc1C(=O)Nc1c(F)cc(F)cc1Br	-3	-10	7	6	0	2	-7
7	97	0.2	-2	O=C(C[n+]1cccc(CO)c1)Nc1nc2ccccc2s1	-5	5	0	-12	1	1	0
/	114	-0.6	-5	Cc1ccccc1-c1cccc([C@@H]2C[C@H]3C(CN2)CON3C)c1 (some centres not stated)	/	6	16	30	6	-4	-16
114	105	2.3	-5	NNC(=O)Cn1nc(-c2ccccc2)c2ccccc2c1=O	-4	-18	25	3	1	1	-25
-8	96	3.3	3	COc1cccc(NC(=S)/C(=C(\[O-])c2ccc(C)c([N+](=O)[O-])c2)[n+]2ccccc2)c1	3	-3	12	12	/	-6	-12
3	94	-0.8	-5	O=C(O)c1ccccc1-c1ccccc1C(=O)Nc1cccc(Br)c1	29	-5	/	10	-4	-2	/
+	106	-0.9	-9	CCOC(=O)c1ccc(CNC(=O)C2CCCCC2C(=O)OCC(F)(F)F)o1 (configuration not stated)	-3	-3	-9	3	14	-12	9
-1	106	0.9	-21	O=C1CCN1C1(C(=O)NC2CCCCC2)CCCC1	-4	-18	21	34	10	-2	-21
-1	104	-0.1	-2	Cc1cccc(NC(=O)C(c2cccc([N+](=O)[O-])c2)N2CCCCC2)c1 (configuration not stated)	1	-10	-4	-13	1	-7	4
6	99	-2.6	-13	COc1ccc(NC(=O)CN(C)C(=O)COc2ccccc2Cc2ccccc2)cc1	-3	-18	-13	-5	-2	-5	13
-4	99	-0.3	-12	COc1ccc(C(C)NC(=O)c2ccc([N+](=O)[O-])cc2)cc1OC (configuration not stated)	1	8	15	3	7	2	-15
30	120	0.8	3	O=C(COc1ncnc2ccccc12)Nc1cccc(S(=O)(=O)N2CCOCC2)c1	-1	0	-6	-11	6	-1	6
/	66	0.0	-8	COc1cc(NCCCCCCN)c2ncccc2c1OC	/	18*	1	41	0	-15	-1
7	116	-2.9	-2	CCOC(=O)c1ccc(COc2ccc(C(C)C)cc2)o1	1	-8	3	-4	66	-5	-3
501	102	-0.2	2	Cc1n[nH]c(C)c1CCNCc1ccc(OCC(O)CN2CCCCC2)cc1 (configuration not stated)	0	1	31	-13	7	-5	-31
-10	102	-1.0	-1	Cc1noc(C)c1CCC(=O)N1CCCC(CCC(=O)NCc2ccc(F)c(F)c2)C1 (configuration not stated)	-1	-5	26	5	0	5	-26
-21	103	-0.8	3	CNC(=O)CN1C(=O)c2ccccc2S1(=O)=O	/	-2	10	5	-2	3	-10
-4	/	-2.3	0	CCN(CC)CCN(C(=O)c1ccc(S(=O)(=O)N(C)C2CCCCC2)cc1)c1nc2c(C)cccc2s1	-5	3	-51	-12	-7	-3	51
